# Assay outcomes: PubChem BioAssay, several laboratories
# TCR-CD3 inh – inhibitors of human TCR-CD3 interaction, primary screen, biochemical, fluorescence, TAMRA-labeled TCR probe | T-cell receptor (TCR) | inhibition, % at 9.4 µM | 360,000 compounds, 0.37% hits | AID 651800, 2012; in the data active = inhibition above about 19%;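 note: recombinant mutant TCR 2C K166C tagged with TAMRA read by polarization; 0% = receptor in buffer alone and 100% = receptor with positive control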
# rCAG binder – binders of r(CAG) RNA repeats, primary screen, biochemical, fluorescence | r(CAG) RNA repeat, TO-PRO-1 dye displacement fluorescence | inhibition, % at 3 µM | 370,000 compounds, 1.3% hits | AID 651821, 2012;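 active = inhibition above the plate cutoff, the mean of all test compounds on that plate plus 3 SD, cut at about 35% in these data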;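 note: 0% = DMSO alone and 100% = 100 µM mitoxantrone as full dye displacement; higher means more dye released from RNA so lower well fluorescence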
# mABHD4 FP – ABHD4 inhibitors, primary screen, biochemical, fluorescence polarization, mouse | inhibition, % at 8.92 µM | purified mABHD4, FP-Rh probe fluorescence polarization | AID 720543, 2013 | (Lyso)-N-acylphosphatidylethanolamine lipase (Mus musculus), Q8VD66 | 370,000 compounds, 0.54% hits;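 active = inhibition exceeding the mean over every tested compound plus 3 SD, cut at about 30% in these data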;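 note: 0% = plate median of compound wells and 100% = S159A mutant with DMSO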
#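 Assay system: mABHD4 protein; medium: HEPES pH 7.0, NaCl, Pluronic buffer; dosing: 8.92 µM, single dose; schedule: 45 min + 60 min at 25 °C; signal: FP readout, ex 525 nm / em 598 nm; read-out: normalized percent inhibition of probe labeling; repeats: single replicate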
# PRMT1 FP inh – PRMT1 methyltransferase inhibitors, primary screen, biochemical, fluorescence polarization | recombinant PRMT1, activity-based probe fluorescence polarization | 370,000 compounds, 1.3% hits | AID 652257, 2013 | inhibition, % at 2.79 µM | Protein arginine N-methyltransferase 1 (Homo sapiens), Q99873;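 active = inhibition above about 21% made by adding two undisclosed values, limit read from the data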
# Target sequence (Q99873 whole entry, looked up): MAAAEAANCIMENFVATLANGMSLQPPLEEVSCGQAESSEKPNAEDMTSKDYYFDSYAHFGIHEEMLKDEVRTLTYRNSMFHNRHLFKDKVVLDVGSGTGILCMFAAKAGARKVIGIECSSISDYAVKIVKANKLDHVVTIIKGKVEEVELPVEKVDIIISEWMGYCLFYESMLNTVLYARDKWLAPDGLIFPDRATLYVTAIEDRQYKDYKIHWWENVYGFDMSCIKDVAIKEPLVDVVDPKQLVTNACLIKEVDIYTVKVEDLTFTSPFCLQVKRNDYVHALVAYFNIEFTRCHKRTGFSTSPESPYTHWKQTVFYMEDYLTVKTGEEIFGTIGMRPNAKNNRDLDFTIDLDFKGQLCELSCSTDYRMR
# PG9 binder – binders of HIV-1 gp120 antibody PG9, primary screen, biochemical, TR-FRET; HIV-1 gp120 / PG9 antibody interaction; TR-FRET gp120-PG9 antibody binding; inhibition, % at 6.7 µM; 360,000 compounds, 0.43% hits; AID 624416, 2012; in the data active = inhibition above about 8.5%
# UHRF1 MBD2 ctr – UHRF1 methylated DNA binding inhibitors, primary screen, counter-screen for MBD2 inhibitor project, biochemical, TR-FRET, human UHRF1, single concentration | E3 ubiquitin-protein ligase UHRF1 (Homo sapiens), Q96T88 | UHRF1 binding to methylated oligo | inhibition, % at 4.4 µM | 370,000 compounds, 0.75% hits | AID 687016, 2013; in the data active = inhibition above about 21%;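 note: UHRF1 SRA domain binding a hemimethylated CpG hairpin DNA probe; 0% = median of test compound wells and 100% = reference inhibitor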
# MBD2 DNA inh – inhibitors of MBD2 binding to methylated DNA, primary screen, biochemical, TR-FRET, DNA-binding domain, human. Methyl-CpG-binding domain protein 2 (Homo sapiens), Q9UBB5. MBD2 binding to methylated oligonucleotide. inhibition, % at 4.4 µM. 370,000 compounds, 0.31% hits. AID 686964, 2013; in the data active = inhibition above about 13%
# HTRA1 inhibitor – HTRA1 serine protease inhibitors, primary screen, biochemical, fluorescence polarization, HTS. inhibition, % at 5.96 µM. recombinant HTRA1, FP-rhodamine activity-based probe. 340,000 compounds, 0.5% hits. AID 504803, 2011; in the data active = inhibition above about 36%;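 note: 0% = enzyme with DMSO and 100% = wells lacking enzyme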
# Rev-erbA mod – modulators of Rev-erb alpha DNA binding, primary screen, biochemical, FITC-DNA, fluorescence polarization, uHTS; 370,000 compounds, 0.79% hits; Nuclear receptor subfamily 1 group D member 1 (Homo sapiens), P20393; AID 1259318, 2017; Rev-erbα–FITC-DNA binding, 90 min; activity, % at 10 µM;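 active = activity above about 14%, limit read from the data; passing the limit was not always enough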;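 note: 0% = DMSO wells with 35 nM protein and 100% = DMSO wells with 750 nM protein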
# Target sequence (P20393 whole entry, looked up): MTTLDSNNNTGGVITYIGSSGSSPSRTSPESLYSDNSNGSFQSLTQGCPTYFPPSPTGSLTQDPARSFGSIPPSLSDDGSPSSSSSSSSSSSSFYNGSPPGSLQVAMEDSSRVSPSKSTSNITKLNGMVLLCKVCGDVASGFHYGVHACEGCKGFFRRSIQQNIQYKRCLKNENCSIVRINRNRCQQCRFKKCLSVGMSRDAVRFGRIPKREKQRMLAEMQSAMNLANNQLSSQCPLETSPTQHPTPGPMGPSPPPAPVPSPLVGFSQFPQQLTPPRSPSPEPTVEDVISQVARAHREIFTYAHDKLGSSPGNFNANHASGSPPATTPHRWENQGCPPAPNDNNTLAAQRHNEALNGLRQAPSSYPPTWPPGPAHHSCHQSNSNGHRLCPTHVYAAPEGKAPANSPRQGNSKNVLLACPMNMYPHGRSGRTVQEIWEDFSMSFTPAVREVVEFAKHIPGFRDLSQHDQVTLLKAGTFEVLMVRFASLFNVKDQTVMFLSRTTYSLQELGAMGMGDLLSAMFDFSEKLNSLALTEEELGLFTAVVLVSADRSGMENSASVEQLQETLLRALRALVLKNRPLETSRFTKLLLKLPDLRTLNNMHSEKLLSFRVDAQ
# LEDGF integ inh – blockers of LEDGF/p75-dependent integrase strand transfer – biochemical, TR-FRET, high throughput, primary screen; HIV-1 integrase (with human LEDGF/p75); TR-FRET IN-LEDGF/p75 DNA integration, Eu/Cy5; inhibition, % at 3.7 µM; 370,000 compounds, 0.64% hits;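 active = inhibition above the screen-wide mean plus 3 SD, cut at about 13% in these data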;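 note: signal is the Cy5 over europium emission ratio at 671 and 618 nm; 0% = plate median of compound wells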
# * = called active by the depositor; . = no result given. Some of the compounds tested; rates above refer to the full screens.
# Below each compound: TCR-CD3 inh	rCAG binder	mABHD4 FP	PRMT1 FP inh	PG9 binder	UHRF1 MBD2 ctr	MBD2 DNA inh	HTRA1 inhibitor	Rev-erbA mod	LEDGF integ inh
[1] CC1CCN(CCCNC(=O)c2ccc3c(=O)n(CCc4ccccc4)c(=O)[nH]c3c2)CC1
→ 6	5	-8	-7	-0.2	3	-1	-3	-5	3
[2] NC(=O)NCc1ccccc1Cl
→ 0	0	-6	-2	-2.1	-1	2	5	0	-4
[3] CCN(CC(=O)Nc1ccc(OC)cc1)CC(=O)Nc1cccc(C#N)c1
→ 4	6	5	-1	-1.1	1	-1	0	-1	-2
[4] CCC(C)NC(=O)c1cnn2c1NC(c1cccs1)CC2C(F)(F)F (stereo unspecified)
→ -8	0	1	-3	-0.3	-1	-3	-6	0	1
[5] Cc1ccc(NC(=O)CSc2nnc(N)s2)cc1S(=O)(=O)N1CCOCC1
→ 6	3	-1	0	0.6	-1	0	6	1	0
[6] Cn1cc(CC(=O)Nc2ccc(Nc3cccnc3)c(Br)c2)c2ccccc21
→ 6	9	13	-1	-3.0	-3	-1	.	0	-2
[7] CC(=O)c1cccc(NC(=O)c2ccc(-c3ccccc3[N+](=O)[O-])o2)c1
→ 6	4	-7	0	-3.1	-3	-2	-32	-3	-3
[8] Cc1ccc(S(=O)(=O)/N=C(/Nc2ccccn2)c2ccc(Cl)cc2)cc1
→ -5	-1	4	1	1.4	-1	0	-10	-7	0
[9] CC(=O)Nc1ccc(C(=O)OCC(=O)Nc2c(C)n(C)n(-c3ccccc3)c2=O)cc1
→ 0	1	5	-2	0.1	1	-1	6	4	3
[10] CCOC(=O)Cn1c(=O)cc(C)c2ccccc21
→ 10	-3	1	-4	-0.1	-1	1	0	-2	-1
[11] CNc1nc(NCC2CCCCC2)c2sccc2n1
→ 3	3	9	-4	0.5	0	-1	.	-2	3
[12] O=C(NCC1CCCO1)c1ccccc1-c1nc(-c2ccccc2F)no1 (stereo unspecified)
→ 3	-1	5	-4	-0.9	-2	1	-2	1	3
[13] COc1ccc(/C=N/NC(=O)CCn2nc(C)cc2C)cc1
→ 0	-2	9	-6	-0.6	-3	-6	0	8	2
[14] CC(C)N1C(=O)C(=O)N(CC(=O)N2CCc3ccccc32)C1=O
→ -4	2	3	3	2.7	-1	8	-1	1	-1
[15] CCn1nc(C)c(CN2CCCC(C(=O)c3cccc(OC(C)C)c3)C2)c1C (stereo unspecified)
→ 8	-12	1	-4	1.9	-1	-5	2	10	-2
[16] CN1CCN(c2ccc3c(c2)C2CC3CCN2C(=O)OCc2ccccc2)CC1 (stereo unspecified)
→ -1	0	1	6	1.5	1	2	4	3	0
[17] O=C(c1ccc(Br)o1)N1CCN(CCc2ccncc2)CC1
→ 0	-2	0	-5	-1.7	-1	1	2	-5	1
[18] O=c1c2cnn(-c3ccccc3)c2ncn1Cc1ccccn1
→ 4	2	-1	2	-0.3	1	3	3	-7	-1
[19] CC(C)NC(=O)Cn1cc(C#N)c2cc(Br)ccc21
→ 9	-1	-5	1	0.2	2	-5	-1	13	2
[20] O=C(c1cc(COc2cccc(C(F)(F)F)c2)on1)N1CCSCC1
→ -3	-6	1	1	0.1	-1	-6	-3	2	0
[21] N#Cc1ccc(OC[C@@H](O)CN2CCC(C(O)(c3ccccc3)c3ccccc3)CC2)c(F)c1
→ .	-3	3	0	.	0	0	.	3	1
[22] CC1(C)Cc2c(sc(NC(=O)C(=O)NCC3CCCO3)c2C(=O)O)CO1 (stereo unspecified)
→ -6	4	9	10	-2.6	2	-1	1	1	-8
[23] O=C1NC(NS(=O)(=O)c2ccc(Cl)cc2)(C(F)(F)F)C(=O)N1Cc1cccnc1 (stereo unspecified)
→ -8	1	-6	2	1.0	3	0	1	-7	-1
[24] O=C(O)COc1ccccc1/C=N/Nc1ccc(S(=O)(=O)N2CCOCC2)cc1[N+](=O)[O-]
→ -5	52*	9	-2	-2.1	-5	-11	0	4	3
[25] CCOC(=O)c1c(CSC(=N)N)n(-c2ccccc2)c2cc(Br)c(OC(C)=O)cc12
→ -5	16	2	2	0.6	2	0	-7	4	-3
[26] Fc1ccccc1N1CC(c2ccccc2)C(c2cccs2)=N1 (stereo unspecified)
→ -1	0	0	0	2.3	-1	0	-3	-3	-1
[27] O=C(Cc1ccc(F)cc1)NCCc1cnc[nH]1
→ 3	-2	-6	-7	-2.0	-2	-5	1	3	2
[28] Cc1cccc(C)c1NC(=O)N1CCN(c2nc3ccccc3s2)CC1
→ 4	-2	-13	-7	-0.6	0	-9	-7	0	-1
[29] CCOC(=O)c1c(NC(=O)C(=O)N/N=C(\C)c2ccc(OC)cc2)sc2c1CCCCC2
→ -1	5	6	1	0.4	-1	2	4	-1	1
[30] O=C(COc1ccc2c(-c3ccccc3)cc(=O)oc2c1)Nc1ccc(CCO)cc1
→ -1	0	0	2	5.7	0	3	-6	53*	-2
[31] Cc1cc(SCC(=O)NN=C2CCN(C(C)C)CC2)c(C)cc1Br
→ -8	5	3	0	-1.4	4	4	-11	0	-9
[32] O=C(NCCc1c[nH]c2ccccc12)c1cncc(Br)c1
→ 1	0	-1	-4	-0.5	2	-4	8	-5	3
[33] COCC(=O)N1CCC(Oc2ccc(C(=O)N3CCSCC3)cc2)CC1
→ 5	-8	5	3	0.5	0	-5	4	-2	2
[34] COc1ccc(NC(=O)Cn2nnc(C(=O)NCc3ccc(C)cc3)c2N)cc1OC
→ 7	-1	3	0	-1.3	-1	1	-15	3	-1
[35] O=S(=O)(Cc1ccc(Cl)cc1)Nc1ccc2c(c1)OCO2
→ 8	4	8	0	-1.3	-3	-3	-2	-6	1
[36] O=C(Cc1ccsc1)N1CCN(S(=O)(=O)c2cccc(F)c2)CC1
→ 4	-2	9	-3	-1.0	2	-5	-4	2	5
[37] Oc1ccc(NC(=S)Nc2ccc(F)cc2)cc1
→ 8	-1	33*	1	-1.0	1	-7	16	-1	4
[38] COc1ccc(/C=C/C(=O)c2c(O)ccc3c(C)cc(=O)oc23)cc1
→ -9	18	3	2	-1.2	1	-1	-5	6	5
[39] Brc1ccc(-c2nnc(Cc3ccccc3)o2)cc1
→ 3	-6	1	-4	-0.1	14	2	.	1	0
[40] CN(CC(=O)Nc1ccccc1Cl)C(=O)C1CCN(S(=O)(=O)c2ccc3c(c2)OCCO3)CC1
→ -12	-2	-4	8	0.3	3	6	5	-2	-6
[41] O=C(O)[C@@H](O)[C@H](O)C(=O)O
→ -1	-1	12	4	-1.7	1	6	6	-2	2
[42] COc1cccc(-n2c(SCC(N)=O)nc3c([nH]c4ccccc43)c2=O)c1
→ 6	-2	-2	1	-1.3	-3	2	3	5	0
[43] CCN(CC)S(=O)(=O)c1ccc(C(=O)NNC(=O)c2cccs2)cc1
→ -4	-1	3	-1	1.0	3	2	2	1	2
[44] COc1ccccc1NC(=S)NCc1ccc(F)cc1
→ -4	-3	0	4	-1.0	5	-1	2	-3	-1
[45] COc1ccc(C(=O)Nc2ccccc2)cc1S(=O)(=O)Nc1cc(C)on1
→ 3	4	-9	-2	-4.2	-2	0	13	2	-2
[46] COc1ccc(C(=O)Nc2ccc3c(c2)nc(CN2CCN(C(C)=O)CC2)n3C)cc1
→ 7	0	-11	-3	-2.7	4	4	-2	7	5
[47] O=C(COC(=O)c1ccccc1O)Nc1cccc2ccccc12
→ -8	0	-3	0	0.9	17	14*	10	-2	-1
[48] O=C(Cc1ccccc1)Nc1ccc(S(=O)(=O)N2CCOCC2)cc1
→ -2	3	-1	5	-1.3	3	5	-1	-3	-3
[49] COc1ccc(CCNC(=O)C23CCC(C)(C(=O)C2=O)C3(C)C)cc1OC (stereo unspecified)
→ -3	-5	0	2	-1.9	0	0	2	1	-1
[50] Cc1ccc(S(=O)(=O)c2cc3c(=O)n4ccccc4nc3n(CCc3ccccc3)c2=N)cc1
→ -3	2	0	2	-0.4	2	4	-11	3	-1
[51] COc1ccc(C(=O)OCC(=O)Nc2cccc(S(=O)(=O)NC3=NCCCCC3)c2)cc1[N+](=O)[O-]
→ 7	4	-5	-1	-1.7	-1	0	0	-3	6
[52] Cc1ccc(N=C(NO)c2nonc2N)cc1
→ -2	1	-1	-2	-1.1	2	5	6	2	-3
[53] CCCCNC(=O)CSc1nnc(Cc2ccccc2)n1CC
→ -2	-6	6	1	-2.4	1	4	2	-2	3

# Excerpt, entries 31 to 43
# Below each compound: TCR-CD3 inh	rCAG binder	mABHD4 FP	PRMT1 FP inh	PG9 binder	UHRF1 MBD2 ctr	MBD2 DNA inh	HTRA1 inhibitor	Rev-erbA mod	LEDGF integ inh
[31] Cc1cc(SCC(=O)NN=C2CCN(C(C)C)CC2)c(C)cc1Br
→ -8	5	3	0	-1.4	4	4	-11	0	-9
[32] O=C(NCCc1c[nH]c2ccccc12)c1cncc(Br)c1
→ 1	0	-1	-4	-0.5	2	-4	8	-5	3
[33] COCC(=O)N1CCC(Oc2ccc(C(=O)N3CCSCC3)cc2)CC1
→ 5	-8	5	3	0.5	0	-5	4	-2	2
[34] COc1ccc(NC(=O)Cn2nnc(C(=O)NCc3ccc(C)cc3)c2N)cc1OC
→ 7	-1	3	0	-1.3	-1	1	-15	3	-1
[35] O=S(=O)(Cc1ccc(Cl)cc1)Nc1ccc2c(c1)OCO2
→ 8	4	8	0	-1.3	-3	-3	-2	-6	1
[36] O=C(Cc1ccsc1)N1CCN(S(=O)(=O)c2cccc(F)c2)CC1
→ 4	-2	9	-3	-1.0	2	-5	-4	2	5
[37] Oc1ccc(NC(=S)Nc2ccc(F)cc2)cc1
→ 8	-1	33*	1	-1.0	1	-7	16	-1	4
[38] COc1ccc(/C=C/C(=O)c2c(O)ccc3c(C)cc(=O)oc23)cc1
→ -9	18	3	2	-1.2	1	-1	-5	6	5
[39] Brc1ccc(-c2nnc(Cc3ccccc3)o2)cc1
→ 3	-6	1	-4	-0.1	14	2	.	1	0
[40] CN(CC(=O)Nc1ccccc1Cl)C(=O)C1CCN(S(=O)(=O)c2ccc3c(c2)OCCO3)CC1
→ -12	-2	-4	8	0.3	3	6	5	-2	-6
[41] O=C(O)[C@@H](O)[C@H](O)C(=O)O
→ -1	-1	12	4	-1.7	1	6	6	-2	2
[42] COc1cccc(-n2c(SCC(N)=O)nc3c([nH]c4ccccc43)c2=O)c1
→ 6	-2	-2	1	-1.3	-3	2	3	5	0
[43] CCN(CC)S(=O)(=O)c1ccc(C(=O)NNC(=O)c2cccs2)cc1
→ -4	-1	3	-1	1.0	3	2	2	1	2
